# MITF TRPM1 inh: inhibitors of MITF-dependent TRPM1 promoter reporter, primary screen, cell-based, SK-MEL-5, single point, luciferase; hit rate 0.83% among 330,000; SK-MEL-5 TRPM1 promoter luciferase, 24 h; inhibition, % at 12.5 µM;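 active = mean inhibition across replicates of 60% or more, whatever share of single replicates reaches that level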; also: values of inactives mirror those of a sister screen read the other way
# Peg3 promoter: Peg3 promoter-driven luciferase inhibitors, primary screen, cell-based, HeLa, luciferase luminescence; HeLa PEG-Prom luciferase reporter, overnight; inhibition, % at 20 µM; hit rate 1.7% among 360,000;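 active = inhibition of at least 50% at 20 µM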
# KKLEB cytotox: cytotoxicity in KKLEB CF airway cells, primary screen, cytotoxicity control for CF NF-kB inhibitor project, cell-based, uHTS, fluorescence assay plates; KKLEB CF airway cells viability, ATPlite luminescence, overnight; active compounds read low; cells stimulated with P. aeruginosa culture filtrate; activity change (cytotoxicity), % at 5 µM; hit rate 0.36% among 360,000;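 active = corrected activity change at or below -50% at 5 µM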
# CF NFkB inh: inhibitors of PAF-induced NF-kB signaling, primary screen, cell-based, GFP fluorescence, uHTS; hit rate 0.86% among 360,000; inhibition, % at 5 µM; KKLEB NF-kB-GFP reporter, GFP fluorescence overnight;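 active = at least 50% inhibition at 5 µM, scaled per plate between neutral and stimulator controls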;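 also: PAF is a Pseudomonas aeruginosa culture filtrate used as stimulus; plate controls were PAF-stimulated DMSO wells for no effect and unstimulated DMSO wells for full effect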
# NR2E3 ag-1: inhibitors of NR2E3-RetCOR corepressor binding, primary screen, NR2E3 agonist project, biochemical, TR-FRET, GST-NR2E3, biotin-RetCOR | AID 2300, 2010 | Photoreceptor-specific nuclear receptor (Homo sapiens), Q9Y5X4 | inhibition of corepressor binding, % at 4.78 µM | hit rate 0.12% among 320,000 | 1536-well;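 active = percent inhibition above the cutoff of mean plus 3 SD of all tested compounds, set per screening campaign, cut at about 20% in these data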;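 also: 0% = DMSO wells and 100% = biotin wells as full block of FRET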
# Target sequence (Q9Y5X4 whole entry, looked up): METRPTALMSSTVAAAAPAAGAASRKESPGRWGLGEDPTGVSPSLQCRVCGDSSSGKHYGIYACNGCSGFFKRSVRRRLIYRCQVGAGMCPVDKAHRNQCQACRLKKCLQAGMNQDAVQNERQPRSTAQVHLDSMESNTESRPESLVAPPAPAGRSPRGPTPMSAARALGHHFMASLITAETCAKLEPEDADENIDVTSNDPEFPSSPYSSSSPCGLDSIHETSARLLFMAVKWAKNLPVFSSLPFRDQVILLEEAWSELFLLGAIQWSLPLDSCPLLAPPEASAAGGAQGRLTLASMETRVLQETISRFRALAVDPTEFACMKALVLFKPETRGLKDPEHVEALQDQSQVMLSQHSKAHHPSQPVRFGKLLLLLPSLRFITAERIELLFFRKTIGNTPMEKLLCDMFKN
#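 Material: NR2E3–RetCOR corepressor complex | Quantity: 1.35 nM GST-tagged NR2E3 final | Schedule: 5 h at 4 °C | Replication: Singlicate compound wells | Reagent: RetCOR corepressor, biotinylated, 7 nM | Controls: Biotin wells as high control, 0.6% DMSO wells as low control | Signal: TR-FRET, Eu(K)-anti-GST donor, streptavidin-D2 acceptor, ex 340, em 617/671 nm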
# hiPSC survival: enhancers of single-cell hiPSC survival, primary screen, ATPlite luminescence; 100% = ROCK inhibitor wells, 0% = DMSO; survival enhancement, % at 20 µM; hit rate 0.044% among 360,000; in the data active = survival enhancement above about 18%;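 also: cells exposed to compounds for 16 hours before the ATP read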
# TWEAK-Fn14 inh: inhibitors of TWEAK-Fn14 signaling, primary screen, luciferase reporter cells, uHTS; inhibition, % at 10 µM; AID 1159606, 2016; hit rate 2% among 360,000; TWEAK-stimulated Fn14 reporter cells, luciferase luminescence, 8 h; in the data active = inhibition above about 50%
# aDG glyco act: activators of alpha-DG glycosylation, primary screen, uHTS, Pro5-aDG cells, AlphaScreen | alpha-DG glycosylation AlphaScreen (IIH6); 0% Pro5, 100% B10-LARGE cell signal | activation, % at 10 µM | hit rate 0.22% among 360,000;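 active = activation of at least 8% versus controls, or a plate z-score of at least 8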;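 also: Pro5 are CHO cells carrying HIG-tagged alpha-DG that lacks glycosylation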
# HIF-2a inh: HIF-2a reporter inhibitors, primary screen, luminescence, 786-0 RCC cells; 786-0 RCC cells HIF-2a reporter, luciferase luminescence, overnight; inhibition, % at 18.8 µM; hit rate 0.72% among 360,000; AID 624352, 2012;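 active = inhibition of the luminescence signal of 40% or more relative to plate controls, in a single-dose primary screen at 18.75 µM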
# NR2E3 ag-2: NR2E3 agonists in two-hybrid cells, primary screen, cell-based, luminescence, CHO-S, Gal4-NCOR/VP16-NR2E3; AID 602229, 2012; luciferase; Photoreceptor-specific nuclear receptor (Homo sapiens), Q9Y5X4; hit rate 0.35% among 360,000; inhibition of corepressor binding, % at 3.98 µM;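 active = inhibition above the mean of all tested compounds plus 3 SD, cut at about 70% in these data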;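 also: 0% = DMSO with NR2E3 transfected cells and 100% = cells lacking NR2E3 construct; higher means lower luciferase signal from less NR2E3 corepressor binding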
# Shn3 inh set2: reduction of Shn3 3'UTR firefly luciferase signal, primary screen, Schnurri-3 inhibitor project, cell-based, Clone20 osteoblasts, set 2 | Clone20 osteoblast Shn3 3'UTR firefly luciferase, 24 h | inhibition, % at 12.5 µM | hit rate 0.52% among 360,000;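 active = mean inhibition of at least 75% with every replicate also reaching 75%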;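 also: 0% = median of neutral control wells and 100% = pilot-screen positive control compound; some compounds past the cut are filed as inactive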
# Starred values were filed as active, the others as inactive; . = no result given.
SMILES,MITF TRPM1 inh,Peg3 promoter,KKLEB cytotox,CF NFkB inh,NR2E3 ag-1,hiPSC survival,TWEAK-Fn14 inh,aDG glyco act,HIF-2a inh,NR2E3 ag-2,Shn3 inh set2
O=C(N/N=C/c1ccco1)/C(=C/c1cccc([N+](=O)[O-])c1)NC(=O)c1ccccc1,12,-3,6,-25,1,2.0,1,-0.4,4,-9,2
COc1ccc(Br)cc1C1=CC(=O)C[C@H](c2ccc(F)cc2)C1,.,10,-9,7,.,-1.7,-8,0.1,-5,-19,6
COC(=O)C1(CO)NC(c2cccs2)C2C(=O)N(c3ccccc3)C(=O)C21 (stereo not drawn),-1,10,7,-9,2,-2.8,-7,0.1,21,-35,11
CC(C)Cc1ccc(-c2cc3nc(NCCOc4ccccc4)ccn3n2)cc1,.,-168,-28,23,.,-2.4,-1,1.7,-168,-32,-33
COc1cc(C(=O)NC2(C(F)(F)F)NC(=O)N(CCCc3ccccc3)C2=O)cc(OC)c1OC (stereo not drawn),-5,21,-3,-1,5,0.8,1,-0.2,19,6,-8
O=C1CC(c2ccc(Cl)cc2)Oc2ccc(Cl)cc21 (stereo not drawn),-29,-8,10,-28,.,-2.1,1,-0.2,-68,-8,-31
Cc1ccc(CN2CCN(Cc3ccc(C)s3)CC2CCO)cc1 (stereo not drawn),6,9,-20,14,0,-1.2,5,0.0,13,-3,-1
CCOc1ccccc1NC(=O)C1C2CCC(O2)C1C(=O)O (stereo not drawn),40,17,0,4,-2,-0.6,-6,-0.1,16,25,-10
CN(C)/C=C(\C#N)C(=O)Nc1ccc(F)cc1,-52,-126,2,5,1,2.3,-14,0.8,-134,-47,-37
CCOC(=O)C1=C(C)N=C2SC(C)C(=O)N2C1c1ccc(OCC)c(OCC)c1 (stereo not drawn),5,10,-9,-2,-2,-0.6,15,-0.2,16,0,14
CN(C)C=NC(=O)c1cc(C(=O)c2ccccc2Cl)c[nH]1,11,1,0,-8,7,2.9,-4,-0.3,8,-1,9
CCOC(=O)C1=C(N)Oc2c(oc(CO)cc2=O)C1c1ccccc1 (stereo not drawn),8,5,-6,6,4,0.3,-8,-0.4,7,-26,-7
O=S(=O)(NCC1CCCO1)c1ccccc1F (stereo not drawn),-4,0,12,-8,5,-0.1,20,0.0,9,-16,12
COc1ccc(Oc2cccc(Cl)c2CNC(=O)CCC(=O)O)cc1,5,8,-13,10,2,-0.6,-8,0.1,15,-32,6
O=C1CC2CS(=O)(=O)CC2N1c1ccc(Oc2ccccc2)cc1 (stereo not drawn),2,13,2,-3,1,4.8,1,-0.3,8,-1,-7
CC(C)C(NC(=O)Nc1ccccc1)C(=O)Nc1cccc(S(=O)(=O)N(C)C)c1 (stereo not drawn),4,-1,6,3,4,-0.3,7,0.1,-3,-6,5
Cc1ccccc1S(=O)(=O)NC(=O)C1(C)CCN1C(=O)CCc1ccccc1 (stereo not drawn),.,-8,-8,14,.,2.9,4,0.1,-4,-23,-12
Cc1ccccc1-n1c(C)n[nH]c1=S,1,30,0,-6,-3,-1.6,-32,-0.3,4,-5,-9
COC(=O)c1ccc(NCCc2csc(-c3ccc(C)cc3)n2)c([N+](=O)[O-])c1,-6,14,8,19,0,1.5,-1,-0.4,14,-6,-1
CCCCc1nn(-c2cc(Cl)ccc2OC)c2c1C(=O)CCC2,5,28,-16,16,1,-0.9,-11,0.1,5,16,13
O=S(=O)(c1ccccc1)c1nc(-c2ccco2)oc1NCc1cccnc1,-7,1,-6,-6,-1,-1.0,2,0.0,0,2,10
O=c1ccc(Oc2nc(N3CCOCC3)nc(N3CCOCC3)n2)nn1-c1ccccc1,7,-12,-14,13,2,-1.1,-18,0.0,18,-19,11
COc1ccc(C[C@H]2CN3C(=NC[C@H]3C)N2CCNC(=O)CCC2CCCCC2)cc1,-8,-12,-7,6,-2,-3.6,8,0.0,-9,-10,14
COc1cccc(-n2c(Cc3cc(=O)[nH]c(=O)[nH]3)nnc2SCC(=O)N2CCCCC2)c1,7,6,3,7,3,0.5,5,0.2,20,9,4
Cc1ccc(-n2c(SCC(N)=O)nnc2-c2cccnc2)c(C)c1,7,17,-6,-13,3,-0.7,-9,-0.1,16,14,18
O=C(c1ccc(F)cc1)C1CCN(Cc2cn[nH]c2-c2ccc(F)cc2)CC1,14,3,-6,-11,3,-0.6,0,0.1,15,-2,17
Cc1ccc(NC(=O)CN2CCC(NC(=O)Cc3ccccc3)CC2)c(C)c1,9,19,7,7,3,-0.4,-14,0.4,15,-12,21
Oc1cc(Cl)cc(Cl)c1Cl,0,11,17,-11,2,-1.7,-3,0.0,9,3,6
CCc1ccccc1NC(=O)COC(=O)c1c(C)nsc1NC,16,17,-10,21,3,-0.1,20,4.0*,7,21,83
Cc1ccc(C)c(N(CC(=O)NCc2ccco2)C(=O)CCC(=O)Nc2ccccn2)c1,6,13,5,3,.,-0.6,0,0.1,11,6,15
CC(=O)c1c(C)[nH]c(C(=O)OCC(=O)N2CC(C)OC(C)C2)c1C (stereo not drawn),-1,9,-7,5,0,-0.3,-9,-0.1,16,-5,0
CCN(CC)c1ccc(C=Nc2cccc(S(=O)(=O)N3CCOCC3)c2)c(O)c1,5,2,-3,-21,.,-0.5,2,0.1,4,-10,-2
O=C(O)C1C2C=CC(C2)C1C(=O)NCCc1cccc(Cl)c1 (stereo not drawn),-3,18,-1,8,1,-0.2,-1,0.1,11,-20,0
CCCCCC(=O)Nc1cccc(C2=NOC3(C2)C[C@@H](C(N)=O)N(C(=O)c2cc([N+](=O)[O-])cc([N+](=O)[O-])c2C)C3)c1 (stereo partly drawn),-4,-12,-14,25,4,-0.4,-10,0.0,8,-4,-1
O=C(NCc1ccc(F)cc1)C(c1cccnc1)N(C(=O)c1csnn1)c1ccccc1 (stereo not drawn),-7,19,-12,0,1,0.3,-5,0.0,7,-10,-15
CC(C)(C)OC(=O)N1CCC(c2c(C(=O)O)cnn2-c2ccc(Cl)cc2)CC1,24,15,2,14,-3,-0.7,16,-0.3,8,-3,-53
CCCSc1nnc(-c2ccccc2N)c(=O)[nH]1,-65,-229,3,-6,-5,3.5,32,0.0,-210,-120,-94
CCCCOC(=O)CCCN1C(=O)/C(=C2\SC(=S)N(CCCC(=O)OCCCC)C2=O)SC1=S,.,23,0,8,-1,-0.5,9,0.3,14,-7,-15
CC(C)n1cc(CN2CCN(C)C(CCO)C2)c2ccccc21 (stereo not drawn),8,2,-9,-3,5,-0.1,26,0.0,19,-23,-16
COC(=O)C1CCN(CC(=O)NC(=O)NC2CCCCC2)CC1,-8,5,4,-4,0,0.6,-3,-0.3,9,-20,-4
CCOc1ccc(-c2nnc(-c3ccncc3)o2)cc1,-28,-220,0,-2,-2,-3.4,28,0.4,-142,-98,-38
O=C1CN(C(=O)NCC(=O)N[C@H](C(=O)O)c2ccccc2)c2ccccc2N1,10,-14,1,-10,6,0.3,-10,0.6,6,-19,-28
CC(=O)Nc1ccc(CN2CCC2(C)C(=O)NC2CCN(Cc3ccccc3)CC2)cc1 (stereo not drawn),.,-3,-16,4,.,4.1,-4,-0.2,9,-13,11
COc1ccc(-c2c(C)[nH]n3c(=O)c(Cc4ccccc4)c(C)nc23)cc1,15,29,-22,-6,3,-0.9,28,0.4,14,19,15
C=C(C)c1cccc(C(C)(C)NC(=O)N2CCN(C/C=C/c3ccccc3)CC2)c1,3,22,2,-10,-1,-1.2,13,0.6,24,-8,53
COc1ccc2[nH]c(=O)c(CN(Cc3nnnn3Cc3ccc(F)cc3)CC3CCCO3)cc2c1 (stereo not drawn),11,-2,3,-8,10,1.0,0,-0.2,4,-6,7
Cc1ccccc1NC(=O)c1ccc(C)c(S(=O)(=O)Nc2ccccn2)c1,5,16,5,-11,1,0.0,0,-0.2,17,-17,5
CCN1CCN(S(=O)(=O)c2ccc(S(=O)(=O)NCC3CCCO3)cc2)CC1 (stereo not drawn),9,12,8,11,2,-0.9,-5,-0.1,20,-22,-10
Cc1ccc(NC(=O)C2CC(=O)NC(Nc3cccc(C)c3)=N2)cc1 (stereo not drawn),-11,4,22,-8,-1,3.3,-1,0.1,4,-27,-5
COC(=O)c1ccc(NC(=S)NCCc2cccc(C)c2)cc1,4,-14,-3,2,-4,-1.2,17,0.6,-13,1,28
CCCCn1c(N)c(N(CC(C)C)C(=O)Cn2c(=O)cnc3ccccc32)c(=O)[nH]c1=O,0,8,12,1,-2,-0.3,0,0.8,4,-7,-15
Cc1ccc(NC(=S)NCCCN2CCOCC2)cc1C,14,0,4,-7,2,0.0,-9,0.0,-5,-19,11
Cc1cc(N2C(=O)C(O)=C(C(=O)c3ccc(C)o3)C2c2cccc(Oc3ccccc3)c2)no1 (stereo not drawn),-2,15,6,51*,17,-0.1,-8,0.2,4,-11,-3
Cc1cc(C)n(C(=O)COc2ccc(Cl)cc2Cl)n1,11,-27,-9,5,-2,-1.8,9,-0.4,-27,-15,-2
CCOc1ccc(C(=O)C2CCN(C(=O)c3ccccc3C(=O)O)CC2)cc1,2,2,1,9,-1,2.6,7,-0.1,-13,-13,7
Cc1cccc(Nc2nnc(SCC(=O)c3ccc(Br)s3)s2)c1C,13,-4,-2,6,-3,0.4,16,0.2,-10,-8,3
O=C(Nc1ccccc1N1CCOCC1)c1cccc2ccccc12,.,18,5,13,.,-2.0,10,-0.4,-2,-3,-8
C=CC[C@@H](CC(=O)N[C@H](CO)Cc1ccccc1)C(=O)N[C@H](COC(=O)[C@@H](CC=C)Cc1ccc(F)cc1)Cc1c[nH]c2ccccc12,34,46,-8,22,.,-3.3,66*,2.7,6,27,32

# From PubChem BioAssay
